Screening data from PubChem BioAssay.
KCNQ1 pot: potentiators or activators of KCNQ1 channel, primary screen, cell-based, thallium flux, high-throughput; CHO-K1 KCNQ1, thallium flux FluxOR fluorescence; active compounds read high; AID 2648, 2010; Potassium voltage-gated channel subfamily KQT member 1 (Homo sapiens), P51787; actives 0.35% (n = 310,000); B-score at 10 µM;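 active = fluorescence ratio B-score, a plate-corrected score, at least three library SD, with initial intensity B-score within 5 SD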
Target sequence (P51787 whole entry, looked up): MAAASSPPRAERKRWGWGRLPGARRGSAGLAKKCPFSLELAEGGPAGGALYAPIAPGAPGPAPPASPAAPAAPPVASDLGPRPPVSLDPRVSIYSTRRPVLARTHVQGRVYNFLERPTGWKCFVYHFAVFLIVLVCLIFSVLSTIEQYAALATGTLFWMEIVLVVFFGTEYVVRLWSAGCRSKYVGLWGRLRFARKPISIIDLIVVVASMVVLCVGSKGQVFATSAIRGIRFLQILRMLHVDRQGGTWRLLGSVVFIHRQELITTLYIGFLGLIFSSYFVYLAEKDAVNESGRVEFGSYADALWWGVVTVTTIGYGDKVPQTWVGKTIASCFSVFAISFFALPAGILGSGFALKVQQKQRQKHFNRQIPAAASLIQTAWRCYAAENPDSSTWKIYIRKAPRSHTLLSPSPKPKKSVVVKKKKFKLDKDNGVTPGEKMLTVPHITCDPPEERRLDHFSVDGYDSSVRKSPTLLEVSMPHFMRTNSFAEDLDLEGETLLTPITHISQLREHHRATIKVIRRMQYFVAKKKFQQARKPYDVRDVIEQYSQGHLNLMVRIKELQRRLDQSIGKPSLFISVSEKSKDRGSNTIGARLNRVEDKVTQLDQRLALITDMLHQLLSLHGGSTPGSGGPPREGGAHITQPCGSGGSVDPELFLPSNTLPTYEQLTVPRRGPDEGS
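Test system: CHO-K1 cells stably expressing KCNQ1 / Medium: assay buffer / Also added: depolarizing K+/Tl+ stimulus, K2SO4 and Tl2SO4 each 12.5 mM in 5x stock / Incubation: 90 min dye loading and 20 min compound exposure, both at room temperature / Signal: thallium influx via FluxOR fluorescence, kinetic imaging / Evaluation: B score of baseline-normalized fluorescence ratio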
Dyrk1A ADPGlo: rat Dyrk1A kinase inhibitors, primary screen, biochemical, single point, plate reader; ADP-Glo luminescence, NFATc1 peptide; inhibition, % at 12.5 µM; actives 0.43% (n = 310,000); in the data active = inhibition above about 50%;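 also: plate controls were vehicle with enzyme for no effect and no enzyme for full effect; many of its hits are not listed in these tables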
hERG rescue: hERG rescue from dofetilide block, primary screen, cell-based, CHO-hERG, FluxOR thallium flux, dofetilide IC70; Voltage-gated inwardly rectifying potassium channel KCNH2 (Homo sapiens), Q12809; dofetilide IC70 present; activation (rescue from dofetilide block), less the hit threshold, % at 10 µM; actives 0.51% (n = 310,000); AID 1511, 2009;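 active = activation above the mean of controls blocked by dofetilide plus 5 SD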;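 also: thallium influx through hERG after potassium depolarization seen as dye fluorescence rise; in these data hits start at about 4.7%; inactives centre near -7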
KCNQ1 inh: inhibitors of human KCNQ1 channel, primary screen, cell-based, thallium flux, high-throughput. Potassium voltage-gated channel subfamily KQT member 1 (Homo sapiens), P51787. CHO-K1 KCNQ1, FluxOR thallium flux fluorescence; active compounds read high. B-score at 10 µM. actives 1.3% (n = 310,000);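 active = compounds whose thallium flux B-score, printed positive for inhibition, exceeds three library SD while starting fluorescence stays within three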;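 also: channel opened by potassium depolarization with thallium stimulus after 20 min compound exposure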
ANO1 block: TMEM16A chloride channel inhibitors, primary screen, cell-based, HTS | HEK293 TMEM16A/YFP iodide influx fluorescence, ionomycin | Anoctamin-1 (Mus musculus), Q8BHY3 | actives 1.2% (n = 310,000) | normalized B-score (activity score, 25-100; higher = stronger inhibition) at 10 µM | AID 588511, 2011;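 active = ratio plate-corrected score three or more library SD toward inhibition, starting fluorescence score within five deviations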;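 also: score derived from kinetic fluorescence span divided by baseline fluorescence per well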
KCNK9 block: KCNK9 potassium channel inhibitors, primary screen, HEK293 cells, thallium flux | Potassium channel subfamily K member 9 (Homo sapiens), Q9NPC2 | FluxOR thallium flux fluorescence; active compounds read low | B-score at 10 µM | actives 1.2% (n = 310,000);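 active = ratio B-score over 3 SD below the library mean, with starting fluorescence within 5 SD of its mean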;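 also: negative B-score means less thallium flux so channel inhibition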
TRPC4 act: activators of mouse TRPC4 channel, primary screen, Fluo4 calcium, HEK293 TRPC4beta/mu-opioid cells. AID 2237, 2010. B-score at 10 µM. Fluo4 calcium fluorescence; active compounds read high. actives 0.49% (n = 310,000);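 active = B-score above 5 SD of library B-scores, and initial fluorescence ratio not above library mean plus 5 SD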;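 also: positive B-score marks a calcium rise read as TRPC4 activation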
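System – HEK293 cells stably co-expressing mouse TRPC4beta and mu-opioid receptor · Signal – Fluo4 calcium-sensitive dye fluorescence, kinetic, 1 Hz baseline · Benchmarks – buffer (low) and maximal DAMGO (high) · Read-out – B score of integrated fluorescence ratio per well · Incubation – dye loading 45 min room temperature, 110 s kinetic read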
ANO1 activ: TMEM16A chloride channel activators or potentiators, primary screen, cell-based, HTS | HEK293 TMEM16A/YFP-H148Q/I152L, iodide quench fluorescence; active compounds read low | B-score at 10 µM | actives 0.3% (n = 340,000);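 active = fluorescence-ratio B-score plate-corrected deviation score at least 3 library SD below zero, with starting fluorescence score within 5 deviations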;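 also: channel opened by trigger with iodide after compound preincubation; score built on the fluorescence ratio of max minus min over baseline; more negative score means more quench and so TMEM16A activation or potentiation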
KCNK3 inh: human KCNK3 channel inhibitors, primary screen, CHO cells, FluxOR thallium flux, B-score. FluxOR fluorescence; active compounds read low. B-score at 10 µM. actives 0.84% (n = 340,000);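 active = B-score under library mean minus 4 SD, starting fluorescence ratio at most library mean plus 5 SD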;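 also: more negative B-score means stronger inhibition of thallium flux through KCNK3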
TRPC4 potent: positive allosteric modulators of TRPC4, primary screen, cell-based, mouse TRPC4beta, HEK293 mu-opioid, Fluo-4 calcium; actives 0.42% (n = 310,000); DAMGO EC20, Fluo-4 Ca2+ flux; active compounds read high; Short transient receptor potential channel 4 (Mus musculus), Q9QUQ5; B-score at 10 µM;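 active = B-score of calcium response area above 5 SD of library B-scores, with initial fluorescence ratio within 5 SD of library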;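 also: B-score of integrated fluorescence ratio over time as area under calcium response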
HDAC3 inh: HDAC3 deacetylase inhibitors, primary screen, biochemical, fluorescence, cell-free homogeneous | inhibition, % at 8.3 µM | Histone deacetylase 3 (Homo sapiens), O15379 | AID 2718, 2010 | recombinant HDAC3, fluorogenic peptide/trypsin coupled | actives 0.15% (n = 320,000); in the data active = inhibition above about 26%, passing the limit was not always enough; inconclusive = no clear call, values can overlap the other calls
Target sequence (O15379 whole entry, looked up): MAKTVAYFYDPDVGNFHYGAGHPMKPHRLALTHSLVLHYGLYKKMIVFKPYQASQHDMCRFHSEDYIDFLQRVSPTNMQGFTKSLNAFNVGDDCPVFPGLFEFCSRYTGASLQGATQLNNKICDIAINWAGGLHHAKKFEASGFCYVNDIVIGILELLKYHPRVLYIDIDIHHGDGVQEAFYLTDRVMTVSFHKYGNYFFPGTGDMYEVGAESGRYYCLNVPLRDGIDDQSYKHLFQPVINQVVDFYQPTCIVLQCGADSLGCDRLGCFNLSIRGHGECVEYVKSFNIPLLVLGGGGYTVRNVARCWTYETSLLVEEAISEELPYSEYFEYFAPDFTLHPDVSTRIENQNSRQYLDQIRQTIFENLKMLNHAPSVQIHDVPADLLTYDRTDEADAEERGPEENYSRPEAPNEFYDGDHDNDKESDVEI
* marks the source's active call; other numbers are inactive results; i = inactive; ? = inconclusive; · = not tested or not shown; & = joins results of further samples. The list is partial (hit frequency here may not be typical).

SMILES	KCNQ1 pot	Dyrk1A ADPGlo	hERG rescue	KCNQ1 inh	ANO1 block	KCNK9 block	TRPC4 act	ANO1 activ	KCNK3 inh	TRPC4 potent	HDAC3 inh
CCOc1ccc(-c2noc(-c3ccncc3)n2)cc1OCC	i	-0.5	-11.6	i	i	i	i	i	i	i	-1.7
Cc1ccc(NC(=O)CSc2nc(CSc3ccc(C)cc3)cc(=O)[nH]2)cc1	i	-4.4	-10.4	i	i	i	i	-12.6*	i	i	-17.2
NC(=O)NC(CC(=O)NCc1ccc2c(c1)OCO2)c1ccccc1Cl (stereo not given)	i	-4.9	-2.5	i	i	i	i	i	i	i	-0.2
O=C(N/N=C/c1cccnc1)C12CC3CC(CC(C3)C1)C2	i	2.8	-14.0	i	i	i	i	i	i	i	-2.3
CC(C)CN(CC(C)C)C(=S)NC1CCCCC1	i	-0.4	-7.6	i	i	i	i	i	i	i	0.2
C=C[C@]1(C)C[C@@H](OC(=O)CSCCN(CC)CC)[C@]2(C)C(C)CC[C@]3(CCC(=O)[C@H]32)[C@@H](C)[C@@H]1O (stereo not given in full)	i	-3.0&-0.5	-2.0&-3.1	i	i	i	i	i	i	i	3.1&0.9
O=C(CCn1c(=O)oc2ccc(Cl)cc21)NCCCN1CCOCC1	i	0.7	-8.9	i	i	i	i	i	i	i	-3.8
Cc1ccc(CSc2nc3ncccc3[nH]2)cc1	i	1.2	1.4	i	i	i	i	i	i	i	0.6
Cc1cc(Br)cc2c(C(=O)NCC3CCCO3)cc(-c3cccs3)nc12 (stereo not given)	i	3.7	-9.9	i	i	i	i	i	i	i	1.5
COc1ccc(C(=O)NNC(=O)CSc2ccccc2)cc1	i	-5.1	-17.8	i	i	i	i	i	i	i	-0.4
COc1ccc(OCC(=O)Nc2nnc(-c3ccco3)s2)cc1	i	-3.8	-7.0	i	i	i	i	i	i	i	-4.6
Cc1ccc(NC(=S)NC(=O)c2ccccc2)cc1NC(=S)NC(=O)c1ccccc1	i	-0.1	-6.1	i	i	i	i	i	i	i	1.6
Cc1cc(C)c2c(N)c(C(=O)N/N=C/c3cccs3)sc2n1	i	·	-4.1	i	i	i	i	i	i	i	-2.3
CCN(CC)S(=O)(=O)c1cc(NC(=O)Cc2n[nH]c(=O)c3ccccc23)ccc1C	i	-0.5	-12.5	i	i	i	i	i	i	i	-7.4
CC(O)C(NS(=O)(=O)c1ccc(Cl)cc1)C(=O)OCC(=O)N1CCN(c2ccccc2)CC1 (stereo not given)	i	-2.6	-10.8	i	i	i	i	i	i	i	-2.6
Cc1ccc(-c2nc(N)n(C(=O)c3ccco3)n2)cc1	i	-0.4	-10.4	i	i	i	i	i	i	i	-8.4
CC(C)(C)OC(=O)CNC(=O)c1[nH]cnc1C(=O)Nc1ccc(CNC(=O)OC(C)(C)C)cc1	i	7.6	-14.7	i	i	i	i	i	i	i	6.8
Cc1cccc(NC(=O)NCc2ccc3c(c2)OCO3)c1C	i	-0.2	-8.5	i	i	i	i	i	i	i	-3.9
Cc1cc(C)n2ncc(/C(N)=N/OC(=O)Nc3ccc(Cl)cc3)c2n1	i	·	-8.1	i	i	i	i	i	i	i	-0.9
CCCCCCCCCCOC(=O)Cn1c(COc2ccccc2)[n+](C)c2ccccc21	i	-1.4	-23.3	8*	i	-14.7*	i	i	i	i	20.0
Cc1cccc(NC(=O)Nc2cccc(F)c2)n1	i	-0.2	-6.3	i	i	i	i	i	i	i	-9.5
CCCCc1nnc(NC(=O)CC(=O)Nc2ccccc2C(=O)O)s1	i	5.6	-2.5	i	i	i	i	i	i	i	3.0
CC(C)c1ccc(-c2c(C#N)c(N)nc3c2CCCCC3)cc1	i	-2.8	-4.1	i	i	i	i	i	i	i	-3.1
Cc1cc(-c2cn3ccccc3n2)c(C)n1-c1ccccc1	i	3.3	-27.1	i	i	i	i	i	i	i	1.2
O=C(NC(=S)Nc1ccc2c(c1)OCCO2)c1ccc(F)cc1Cl	i	-0.8	-0.7	i	i	i	i	i	i	i	2.1
O=S(=O)(c1ccc(F)cc1)N1CCN(CC(O)COCc2cccs2)CC1 (stereo not given)	i	-0.4	-15.8	i	i	i	i	i	i	i	-2.4
CC1(C)CC(=O)C2=C(C1)OC(N)=C(C#N)C21C(=O)N2CCCc3cccc1c32 (stereo not given)	i	-9.2	-13.9	i	i	i	i	i	i	i	-6.9
CC(C)(C)NC(=O)/C(=C\c1ccccc1F)NC(=O)c1ccc([N+](=O)[O-])cc1	i	-0.5	-10.6	i	i	i	i	i	i	i	?
CCCCCOC(=O)C1=C(C)NC(=O)NC1c1ccc2c(c1)OCO2 (stereo not given)	i	0.2	-7.0	i	i	i	i	i	i	i	8.7
COCCn1cc(C(=O)N2CCN(C)CC2)c2c3ccccc3n(C)c2c1=O	i	-0.8	-11.3	i	i	i	i	i	i	i	-8.0
O=c1c2ccccc2ncn1-c1ccc(Cl)cc1	i	-9.4	-2.5&-7.4	i	i	i	i	i	i	i	-4.9&2.7
COc1ccc(-n2c(COc3cccc4cccnc34)nnc2SCC(=O)O)cc1	i	-5.5	-17.4	i	i	i	i	i	i	i	1.8
O=C(Oc1cccc(C(=S)N2CCOCC2)c1)c1cccc([N+](=O)[O-])c1	i	-1.0	-13.1	i	i	i	i	i	i	i	-5.8
COC(=O)c1ccccc1NC(=O)CSc1nc(N)cc(N)n1	i	4.5	1.0	i	i	i	i	i	i	i	-6.0
CN(C)S(=O)(=O)c1cccc(C(=O)NCCCn2ccnc2)c1	i	-6.6	-3.5	i	i	i	i	i	i	i	-4.5
CCOc1ccccc1OCC(=O)Nc1ccc(S(=O)(=O)Nc2ncccn2)cc1	i	-1.2	-11.1	i	i	i	i	i	i	i	-3.4
O=C(c1ccccn1)N(Cc1ccco1)C1(C(=O)NC2CCCCC2)CCCCC1	i	-4.6	-6.9	i	i	i	i	i	i	i	7.5
CCOc1cc(/C=N/O)cc(Br)c1OCC	i	-1.5	-9.5	i	i	i	i	i	i	i	2.9
CC(=O)c1ccc2noc(-c3cccc(C)c3)c2c1	i	-1.1	-19.9	i	i	i	i	i	i	i	8.5
O=C(O)C1CCC(=O)N(C2CC2)C1c1ccccc1 (stereo not given)	i	-1.6	-8.4	i	i	i	i	i	i	i	-1.1
Cc1cccc(-c2cc(C(=O)Nc3ccncc3)c3ccccc3n2)c1	i	4.7	-3.3	i	·	i	i	i	i	i	·
Cc1ccc2[nH]c3nc(SCC#N)nnc3c2c1	i	·	-2.5	i	i	i	i	i	i	i	·
Cc1cc(C)cc(-n2nnc(C(=O)NCc3ccc4c(c3)OCO4)c2N)c1	i	-1.7	-11.5	i	i	i	i	i	i	i	2.0
C#CCn1c(=NC(=O)CN2C(=O)CCC2=O)sc2cccc(C)c21	i	4.6	-8.4	i	i	i	i	i	i	i	8.9
O=C(CC(=O)NCc1ccccc1)NCc1ccccc1	i	-3.9	-6.0	i	i	i	i	i	i	i	-5.2
CNC(=S)N1CCC(NC(=O)C(Cc2ccccc2)NC(C)=O)CC1 (stereo not given)	i	-0.8	-4.7	i	i	i	i	i	i	i	0.1
C=CCN(C(=O)c1ccc2c(c1)nnn2C)c1ccccc1	i	-7.4	-1.5	i	i	i	i	i	i	i	-3.2
COc1cc(CNn2c(C)n[nH]c2=S)cc(Cl)c1OCc1ccccc1	i	0.3	-8.7	i	i	i	i	i	i	i	19.0
O=C(NC(CO)(CO)CO)c1coc(=O)c(Br)c1	i	-0.3	-6.7	i	i	i	i	i	i	i	5.7
O=C(Nc1ccccc1)NC1CC2CCC(C1)N2Cc1nnnn1Cc1ccc2c(c1)OCO2 (stereo not given)	i	-2.1	-12.9	i	i	i	i	i	i	i	3.4
O=C(C1=C(O)C(=O)N(CC2CCCO2)C1c1ccc(Cl)cc1)c1ccco1 (stereo not given)	i	-4.5	-8.2	i	i	i	i	i	i	i	5.3
CCOC(=O)C1CCN(S(=O)(=O)c2ccc(CNC(=O)c3ccccc3)s2)CC1	i	4.8	-0.2	i	i	i	i	i	i	i	0.0
N/C(=N\OC(=O)c1ccco1)c1ccc(Br)cc1	i	0.5	-6.2	i	i	i	i	i	i	i	1.1
O=C(NC(=S)Nc1cccc(Cl)c1N1CCCCC1)c1ccco1	16*	2.3	3.4	i	i	i	i	i	i	i	-1.2
Cc1ccc(S(=O)(=O)NC2(C(=O)O)CCCCC2)cc1	i	-1.4	-4.3	i	i	i	i	i	i	i	-2.0
COc1ccc(CN=Cc2[nH]c3ccc(Br)c(Cl)c3c2O)cc1	i	5.5	-16.8	7*	i	i	i	i	i	i	2.7
NC(=Nc1ccc(Br)cc1)c1ccccc1	i	-3.0	-9.2	i	i	i	i	i	i	i	1.6
O=C(CN1CCN(c2cccc(Cl)c2)CC1)N1CCCC1	i	19.9	-2.2	i	i	i	i	i	i	i	2.9
CC(c1ccccc1)N1C(=O)c2ccc(C(=O)Nc3ccc(Br)cc3C(=O)O)cc2C1=O (stereo not given)	i	1.2	-25.6	12*	100*	i	i	i	i	i	-2.1
O=C(NNS(=O)(=O)c1ccc([N+](=O)[O-])cc1)C1CCCCC1	i	5.6	-6.3	i	i	i	i	i	i	i	-3.5
O=C1Cc2ccccc2C(=O)N1c1ccccc1	i	-3.0	-5.2	i	i	i	i	i	i	i	-3.5
COc1ccc(C2=NN(C(=O)c3ccccc3C(=O)O)C(c3ccccc3O)C2)cc1 (stereo not given)	i	-0.9	-5.1	i	i	i	i	i	i	i	4.3
Cc1ccc2[nH]c(=O)c(CN(CC3CCCO3)C(=O)c3cccs3)cc2c1 (stereo not given)	i	-1.2	-2.8	i	i	i	i	i	i	i	1.6
